Assay outcomes deposited in PubChem BioAssay by several laboratories.
HIF-2a inh: inhibitors of HIF-2a | 786-0 RCC cells HIF-2a reporter, luciferase luminescence, overnight | inhibition, % at 18.8 µM | actives 0.72% (n = 360,000) | AID 624352;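 active = inhibition of the luminescence signal of 40% or more relative to plate controls, in a single-dose primary screen at 18.75 µM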
C8 TRAIL sens: sensitizes caspase-8 expressing cells to TRAIL | NB7+C8 cells + TRAIL, ATPlite viability luminescence | AID 624354 | inhibition (viability loss, TRAIL sensitization), % at 10 µM | actives 1% (n = 360,000);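 active = compounds causing at least 50% loss of cell viability in the single-dose screen, relative to plate controls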
Peg3 prom inh: reduces Peg3 promoter-driven luciferase expression in HeLa | HeLa PEG-Prom luciferase reporter, luminescence, overnight | inhibition, % at 20 µM | actives 1.7% (n = 360,000) | AID 588405;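 active = inhibition of at least 50% at 20 µM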
Shn3 inh set2: Schnurri-3 reporter inhibition in Clone20 osteoblasts. actives 0.52% (n = 360,000). inhibition, % at 12.5 µM. AID 588674. Clone20 osteoblast Shn3 3'UTR firefly luciferase, 24 h;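 active = mean inhibition of at least 75% with every replicate also reaching 75%; inconclusive = mean inhibition at least 75% but some replicate below; inactive = mean inhibition below 75%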;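 note: 0% = median of neutral control wells and 100% = pilot-screen positive control compound; some compounds past the cut are filed as inactive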
NR2E3 ag-1: activates human photoreceptor nuclear receptor NR2E3 | GST-NR2E3/biotin-RetCOR TR-FRET, 1536-well | actives 0.12% (n = 320,000) | AID 2300 | inhibition of corepressor binding, % at 4.78 µM;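 active = percent inhibition above the cutoff of mean plus 3 SD of all tested compounds, set per screening campaign, cut at about 20% in these data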;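 note: 0% = DMSO wells and 100% = biotin wells as full block of FRET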
Target sequence (Q9Y5X4 whole entry, looked up): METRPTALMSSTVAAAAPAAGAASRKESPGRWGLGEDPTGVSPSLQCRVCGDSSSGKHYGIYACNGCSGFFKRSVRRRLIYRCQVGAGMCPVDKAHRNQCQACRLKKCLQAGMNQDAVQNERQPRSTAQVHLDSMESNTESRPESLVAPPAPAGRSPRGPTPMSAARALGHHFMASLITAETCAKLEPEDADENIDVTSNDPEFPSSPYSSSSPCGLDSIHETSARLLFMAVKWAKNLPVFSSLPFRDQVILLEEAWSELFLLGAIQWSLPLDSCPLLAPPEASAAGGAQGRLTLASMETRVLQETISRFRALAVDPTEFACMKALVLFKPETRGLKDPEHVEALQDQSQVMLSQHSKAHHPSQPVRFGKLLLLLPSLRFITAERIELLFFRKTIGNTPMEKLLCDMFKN
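Test system – NR2E3–RetCOR corepressor complex · Quantity – NR2E3 fusion 1.35 nM · Buffer or medium – Tris pH 7.5 · Incubation – Compound–protein incubation for 5 h at 4 °C · Technique – TR-FRET, Eu(K)-anti-GST donor, streptavidin-D2 acceptor, ex 340, em 617/671 nm · Evaluation – percent inhibition of 671/617 nm emission ratio versus biotin and DMSO controls · Plate – 1536-well format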
NR2E3 ag-2: human photoreceptor-specific nuclear receptor agonism; inhibition of corepressor binding, % at 3.98 µM; actives 0.35% (n = 360,000); CHO-S Gal4-NCOR/VP16-NR2E3 two-hybrid, luciferase; Q9Y5X4; AID 602229;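 active = inhibition above the mean of all tested compounds plus 3 SD, cut at about 70% in these data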;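 note: 0% = DMSO with NR2E3 transfected cells and 100% = cells lacking NR2E3 construct; higher means lower luciferase signal from less NR2E3 corepressor binding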
LMP1 NFkB inh: Epstein-Barr LMP1 NF-kappaB reporter inhibition | LMP1-induced NF-kappaB luciferase reporter cells, luminescence | inhibition, % at 12.5 µM | actives 0.69% (n = 350,000) | AID 504558; in the data active = inhibition above about 41%; inconclusive = no clear call, values can overlap the other calls;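 note: 0% = neutral control wells and 100% = reference inhibitor control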
CF NFkB inh: inhibitors of cystic fibrosis induced NF-kB; KKLEB NF-kB-GFP reporter, PAF-induced, GFP fluorescence overnight; inhibition, % at 5 µM; actives 0.86% (n = 360,000); AID 588850;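 active = at least 50% inhibition at 5 µM, scaled per plate between neutral and stimulator controls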;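 note: PAF is a Pseudomonas aeruginosa culture filtrate used as stimulus; plate controls were PAF-stimulated DMSO wells for no effect and unstimulated DMSO wells for full effect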
hiPSC survival: hiPSC single-cell survival enhancement. ATPlite luminescence; 100% = ROCK inhibitor wells, 0% = DMSO. actives 0.044% (n = 360,000). survival enhancement, % at 20 µM; in the data active = survival enhancement above about 18%;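 note: cells exposed to compounds for 16 hours before the ATP read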
MITF TRPM1 inh: reduces MITF-dependent TRPM1 promoter luciferase signal; inhibition, % at 12.5 µM; SK-MEL-5 TRPM1 promoter luciferase, 24 h; actives 0.83% (n = 330,000); AID 488899;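 active = mean inhibition across replicates of 60% or more, whatever share of single replicates reaches that level; inconclusive = some that reach 60%, reason not given; inactive = mean inhibition across replicates below 60%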; note: values of inactives mirror those of a sister screen read the other way
KKLEB tox: reduces viability of KKLEB cystic fibrosis airway cells; KKLEB CF airway cells viability, ATPlite luminescence, overnight; active compounds read low; cells stimulated with P. aeruginosa culture filtrate; activity change (cytotoxicity), % at 5 µM; actives 0.36% (n = 360,000);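 active = corrected activity change at or below -50% at 5 µM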
* hit, by the source's call; ? = inconclusive; · = no result given. The list is partial. The share of hits here may be higher or lower than overall.

Assay codes – A = HIF-2a inh; B = C8 TRAIL sens; C = Peg3 prom inh; D = Shn3 inh set2; E = NR2E3 ag-1; F = NR2E3 ag-2; G = LMP1 NFkB inh; H = CF NFkB inh; I = hiPSC survival; J = MITF TRPM1 inh; K = KKLEB tox
1. CCC(=O)N(CCC1(C(C)C)CCOC(C)(C)C1)Cc1ccco1 (configuration not stated)
  A: 11; B: -9; C: -3; D: 4; E: 2; F: -25; G: -4; H: 9; I: 4.6; J: -5; K: 0

2. COc1ccc(NC(=O)NNC(=O)COc2ccc3ccccc3c2)cc1
  A: 10; B: -1; C: 2; D: 12; E: -5; F: -10; G: 4; H: 10; I: 0.1; J: -11; K: -11

3. Cc1ccc(Sc2ccc(/C=N/O)cc2[N+](=O)[O-])cc1
  A: -2; B: 1; C: 12; D: 5; E: 2; F: 2; G: -4; H: 37; I: 4.3; J: -7; K: -12

4. CCOC(=O)C1(C)CCCN(C(=O)c2ccc(OC)c(OC)c2)C1 (configuration not stated)
  A: -3; B: -11; C: -2; D: 5; E: ·; F: -15; G: ·; H: -8; I: 2.1; J: ·; K: 12

5. CCOc1cc(/C=C2\CCCc3c2nc2ccccc2c3C(=O)O)ccc1OC
  A: 14; B: -16; C: 2; D: -6; E: -5; F: -25; G: 8; H: -2; I: -0.2; J: -27; K: 1

6. CC1=C(CCN2CCN(C3CCCC3)C(CCO)C2)C(C)(C)CCC1 (configuration not stated)
  A: 8; B: 2; C: 12; D: 21; E: -1; F: 0; G: -1; H: 5; I: -0.6; J: -16; K: 5

7. CCOC(=O)c1c(-c2ccc(F)cc2)csc1NC(=O)c1c(-c2ccccc2)noc1C
  A: -22; B: 39; C: -4; D: 51; E: -1; F: -21; G: -9; H: -2; I: 5.2; J: 1; K: -3

8. O=C(COC(=O)c1cncc(Br)c1)NCc1ccco1
  A: 12; B: 3; C: -9; D: -1; E: 3; F: -17; G: -4; H: -5; I: 0.8; J: -3; K: 7

9. Cc1ccccc1CSCC(=O)NCCSc1ccccn1
  A: -35; B: -6; C: -30; D: -8; E: 6; F: 0; G: -6; H: 16; I: -0.9; J: -14; K: -4

10. CC(NCCc1ccc(S(N)(=O)=O)cc1)C(=O)NCCc1ccc(F)cc1 (configuration not stated)
  A: -1; B: -11; C: 19; D: 13; E: 2; F: 6; G: -3; H: -2; I: -0.3; J: -6; K: -7

11. CC1CCC(NC(=O)Cn2cc3c(n2)CCCC3)CC1 (configuration not stated)
  A: -220; B: -3; C: -252; D: -44; E: 3; F: -74; G: -38; H: 20; I: 0.2; J: -61; K: 2

12. CCc1nn(CCCC(=O)NC(C)c2ccccc2)c(=O)c2cc3occc3n12 (configuration not stated)
  A: 10; B: -4; C: 20; D: 0; E: -5; F: 8; G: -6; H: 9; I: 0.7; J: -7; K: -16

13. CC(C)(C)c1nnc2sc(SCC(=O)N3CCc4ccccc43)nn2c1=O
  A: 7; B: -1; C: 21; D: -13; E: 1; F: -4; G: -2; H: 9; I: 0.9; J: 7; K: -4

14. COc1cc2c(O)cc(C(=O)O)c(-c3cc(OC)c(OC)c(OC)c3)c2cc1OC
  A: 14; B: -19; C: -16; D: 9; E: ·; F: -12; G: 7; H: 15; I: 1.7; J: -1; K: 4

15. CC1CCCCN1C(=O)c1cc(S(=O)(=O)N2CCOCC2)ccc1Cl (configuration not stated)
  A: 4; B: 1; C: -6; D: 12; E: ·; F: -11; G: 1; H: 13; I: -1.7; J: 3; K: 13

16. CC1(C)CN(C(Cc2ccccc2)C(N)=O)C1=O (configuration not stated)
  A: 13; B: 10; C: 10; D: 0; E: -2; F: -23; G: 2; H: -20; I: -0.8; J: 2; K: 8

17. Cc1cccc(N(CC(=O)NC2CCCCC2)C(=O)c2c(C)noc2C)c1
  A: -2; B: 4; C: 17; D: 3; E: 0; F: -25; G: 6; H: 2; I: 8.9; J: -4; K: -2

18. O=C(c1ccccc1OCc1ccccc1Br)N1CCN(c2ncccn2)CC1
  A: 18; B: 19; C: 31; D: 0; E: -4; F: -26; G: 8; H: -11; I: 0.7; J: -9; K: 0

19. Cc1cccc(-c2noc(CCCC(=O)NC3CCCC3)n2)c1
  A: 13; B: -7; C: 7; D: -25; E: 4; F: -38; G: 2; H: 10; I: -0.1; J: 16; K: 6

20. O=C(CC(C(=O)O)c1ccc(Cl)cc1)c1ccc(Cl)c(Cl)c1 (configuration not stated)
  A: 14; B: -8; C: 4; D: -1; E: -1; F: 4; G: 5; H: -1; I: -0.6; J: 8; K: 2

21. Fc1ccccc1/C=N/Nc1nc2ccccc2o1
  A: -256; B: 1; C: -221; D: -82; E: 3; F: -134; G: -20; H: 8; I: -0.7; J: -39; K: -12

22. COC(=O)C1C2C=CC3(CN(c4cccc(Cl)c4)C(=O)C13)O2 (configuration not stated)
  A: 7; B: 9; C: 8; D: 1; E: 1; F: 1; G: -3; H: 16; I: 3.5; J: -2; K: -11

23. CCOc1cc(NC(=O)c2ccccc2C)c(OCC)cc1NC(=O)C1=Cc2ccccc2OC1
  A: 8; B: 3; C: 25; D: -24; E: -4; F: -9; G: 4; H: 16; I: 0.5; J: 10; K: -16

24. Oc1ccc(/C=N/Nc2ccc(Cl)nn2)cc1O
  A: -106; B: 32; C: -107; D: -20; E: -1; F: -14; G: 4; H: -11; I: -0.4; J: -46; K: 11

25. Cc1ccc(S(=O)(=O)NC(=O)NCCCCNC(=O)NS(=O)(=O)c2ccc(C)cc2)cc1
  A: 11; B: -6; C: 15; D: 5; E: -4; F: -15; G: 6; H: -15; I: 2.2; J: 7; K: 1

Structures above with fluorine (3):
Assay codes – A = HIF-2a inh; B = C8 TRAIL sens; C = Peg3 prom inh; D = Shn3 inh set2; E = NR2E3 ag-1; F = NR2E3 ag-2; G = LMP1 NFkB inh; H = CF NFkB inh; I = hiPSC survival; J = MITF TRPM1 inh; K = KKLEB tox
7. CCOC(=O)c1c(-c2ccc(F)cc2)csc1NC(=O)c1c(-c2ccccc2)noc1C
  A: -22; B: 39; C: -4; D: 51; E: -1; F: -21; G: -9; H: -2; I: 5.2; J: 1; K: -3

10. CC(NCCc1ccc(S(N)(=O)=O)cc1)C(=O)NCCc1ccc(F)cc1 (configuration not stated)
  A: -1; B: -11; C: 19; D: 13; E: 2; F: 6; G: -3; H: -2; I: -0.3; J: -6; K: -7

21. Fc1ccccc1/C=N/Nc1nc2ccccc2o1
  A: -256; B: 1; C: -221; D: -82; E: 3; F: -134; G: -20; H: 8; I: -0.7; J: -39; K: -12

(list continues)
Assay codes – A = HIF-2a inh; B = C8 TRAIL sens; C = Peg3 prom inh; D = Shn3 inh set2; E = NR2E3 ag-1; F = NR2E3 ag-2; G = LMP1 NFkB inh; H = CF NFkB inh; I = hiPSC survival; J = MITF TRPM1 inh; K = KKLEB tox
26. COc1cccc(C(=O)C2CCCN(Cc3cccn3-c3ccccn3)C2)c1 (configuration not stated)
  A: 21; B: -6; C: 17; D: 8; E: 1; F: -15; G: 16; H: 23; I: 3.1; J: 12; K: -3

27. CCC(C)C(NC(=O)OC(C)(C)C)C(=O)NC(CC(C)C)C(N)=O (configuration not stated)
  A: 12; B: 6; C: 8; D: 4; E: 6; F: 29; G: 0; H: 15; I: -0.3; J: 1; K: 6

28. CCOC(=O)N1CCC(NC(=O)CN(C)S(=O)(=O)c2cc3c(cc2Cl)NC(=O)CO3)CC1
  A: -12; B: 34; C: 10; D: 4; E: 3; F: -1; G: 1; H: -20; I: 2.2; J: -2; K: 1

29. O=C(Nc1nc2cc3c(cc2s1)OCO3)C1CCCCC1
  A: -271; B: 3; C: -375; D: -93; E: 2; F: -222; G: -48; H: -25; I: -0.6; J: -72; K: 19

30. O=C(NCc1csc(-c2ccccc2)n1)c1cc(F)cc2c1OCOC2
  A: -281; B: 5; C: -204; D: ·; E: -3; F: -99; G: -10; H: -14; I: 0.0; J: -47; K: -1

31. Cc1cccc([C@H]2[C@@H]3C=CC[C@@H](C)[C@@H]3C(=O)N2Cc2ccccc2)c1
  A: 25; B: 22; C: 7; D: 4; E: ·; F: -18; G: 3; H: -14; I: -1.1; J: 0; K: -1

32. O=C(Nc1ccccc1)N1CCN2C(=O)c3ccccc3C12c1ccccc1 (configuration not stated)
  A: 27; B: 1; C: 36; D: -1; E: -3; F: 23; G: -4; H: -4; I: 2.2; J: 4; K: 0

33. CCc1ccc(C2NC(c3ccc(CC)cc3)C([N+](=O)[O-])C(C)(C)C2[N+](=O)[O-])cc1 (configuration not stated)
  A: 10; B: 0; C: 15; D: 4; E: -3; F: -9; G: 5; H: 4; I: 1.9; J: -1; K: -3

34. C=CCNC(=S)Nc1sc2c(c1C(N)=O)CCCC2
  A: -77; B: -9; C: -19; D: -35; E: 2; F: -51; G: ·; H: 11; I: 0.7; J: ·; K: -1

35. Cc1noc(C)c1S(=O)(=O)N(C)C[C@H]1Oc2c(NC(=O)NC3CCCCC3)cccc2C(=O)N([C@H](C)CO)C[C@@H]1C
  A: 2; B: 1; C: 3; D: 11; E: ·; F: 7; G: -6; H: -19; I: -2.6; J: 0; K: 16

36. Cc1cc2c(ncn2C)c(NS(=O)(=O)c2ccc(F)cc2)c1C
  A: 13; B: 1; C: 16; D: -3; E: -2; F: 7; G: 1; H: 5; I: 0.4; J: 16; K: -3

37. COc1ccc(NC(=O)/C(Cl)=C(/Cl)S(=O)(=O)Cc2ccc(C)cc2)cn1
  A: 96*; B: 22; C: 105*; D: ?; E: ·; F: 86*; G: 87*; H: 87*; I: 23*; J: 94*; K: -71*

Quoted at random: 4 records from the list
Assay codes – A = HIF-2a inh; B = C8 TRAIL sens; C = Peg3 prom inh; D = Shn3 inh set2; E = NR2E3 ag-1; F = NR2E3 ag-2; G = LMP1 NFkB inh; H = CF NFkB inh; I = hiPSC survival; J = MITF TRPM1 inh; K = KKLEB tox
26. COc1cccc(C(=O)C2CCCN(Cc3cccn3-c3ccccn3)C2)c1 (configuration not stated)
  A: 21; B: -6; C: 17; D: 8; E: 1; F: -15; G: 16; H: 23; I: 3.1; J: 12; K: -3

34. C=CCNC(=S)Nc1sc2c(c1C(N)=O)CCCC2
  A: -77; B: -9; C: -19; D: -35; E: 2; F: -51; G: ·; H: 11; I: 0.7; J: ·; K: -1

27. CCC(C)C(NC(=O)OC(C)(C)C)C(=O)NC(CC(C)C)C(N)=O (configuration not stated)
  A: 12; B: 6; C: 8; D: 4; E: 6; F: 29; G: 0; H: 15; I: -0.3; J: 1; K: 6

35. Cc1noc(C)c1S(=O)(=O)N(C)C[C@H]1Oc2c(NC(=O)NC3CCCCC3)cccc2C(=O)N([C@H](C)CO)C[C@@H]1C
  A: 2; B: 1; C: 3; D: 11; E: ·; F: 7; G: -6; H: -19; I: -2.6; J: 0; K: 16
